# Source: PubChem
# SENP8 block-1: SENP8 protease inhibition | Q96LD8 | purified SENP8, Z-RLRGG-aminoluciferin cleavage, luminescence | inhibition, % at 10 µM | actives 1.2% (n = 330,000) | AID 2540; in the data active = inhibition above about 50%
# Target sequence (Q96LD8 whole entry, looked up): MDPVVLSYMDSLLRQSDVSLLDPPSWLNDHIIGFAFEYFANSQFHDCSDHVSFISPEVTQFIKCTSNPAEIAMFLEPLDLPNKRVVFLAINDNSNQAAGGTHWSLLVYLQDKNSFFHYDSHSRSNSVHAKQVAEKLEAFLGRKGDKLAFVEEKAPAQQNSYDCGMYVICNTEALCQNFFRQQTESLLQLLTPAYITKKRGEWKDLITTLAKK
# SENP8 block-2: blocks human SENP8 cleavage of Nedd8 substrate; AID 602440; recombinant SENP8, Nedd8 substrate fluorescence; actives 0.64% (n = 360,000); inhibition, % at 20 µM; in the data active = inhibition mostly above about 40%, no sharp cut-off; inactive = mostly below about 27%
# SENP6 inh: inhibitors of human SENP6 protease; Recombinant SENP6 catalytic domain, aminoluciferin luminescence; AID 2599; inhibition, % at 10 µM; Q9GZR1; actives 1.8% (n = 330,000);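 active = inhibition above about 50% at the single tested dose, limit read from the data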;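 also: plate controls were DMSO wells with enzyme for no effect and DMSO wells lacking enzyme for full effect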
# Target sequence (Q9GZR1 628-1112 limits assumed): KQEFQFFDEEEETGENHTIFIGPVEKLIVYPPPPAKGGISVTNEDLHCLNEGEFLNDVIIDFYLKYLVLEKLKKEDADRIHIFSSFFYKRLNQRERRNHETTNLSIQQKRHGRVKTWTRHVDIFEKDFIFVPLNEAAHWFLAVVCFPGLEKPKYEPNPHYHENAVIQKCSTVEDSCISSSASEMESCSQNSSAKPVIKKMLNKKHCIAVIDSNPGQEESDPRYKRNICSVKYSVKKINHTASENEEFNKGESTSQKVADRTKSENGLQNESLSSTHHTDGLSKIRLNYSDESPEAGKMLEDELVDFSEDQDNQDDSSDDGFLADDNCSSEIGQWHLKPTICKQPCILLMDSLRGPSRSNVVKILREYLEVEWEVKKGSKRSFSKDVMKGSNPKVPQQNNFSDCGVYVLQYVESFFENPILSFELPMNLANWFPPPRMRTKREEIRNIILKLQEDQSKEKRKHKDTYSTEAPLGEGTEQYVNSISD
# SENP7 inh: SENP7 protease inhibition. recombinant SENP7, Z-RLRGG-aminoluciferin luminescence, 40 min. actives 1.5% (n = 330,000). Q9BQF6. inhibition, % at 5 µM. AID 434973;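 active = inhibition above about 50% at the single test dose, limit read from the data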;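 also: plate controls were DMSO with enzyme for no effect and no enzyme buffer wells for full effect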
# PfGluPho inh: PfG6PD (Plasmodium falciparum) enzyme inhibition; PfGluPho enzyme, NADPH resazurin-diaphorase fluorescence; inhibition, % at 20 µM; AID 504690; actives 0.78% (n = 350,000);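 active = inhibition reaching at least a set limit at 20 µM in the primary screen, cut at about 59% in these data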;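 also: 0% = DMSO wells with substrate and 100% = DMSO wells lacking glucose-6-phosphate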
# SENP1 FRET inh: SENP1 (human) catalytic domain inhibition; actives 0.21% (n = 360,000); Q9P0U3; AID 624204; inhibition, % at 10 µM; recombinant SENP1 catalytic domain, CyPet-SUMO1-YPet FRET cleavage;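 active = inhibition at least 30% at 10 µM, raw YFP signal under a set limit, fluorescence ratio 0.5 to 1.5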;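 also: 0% = enzyme with DMSO and 100% = no enzyme wells; some results filed as inactive read as strong as hits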
# Target sequence (Q9P0U3 419-644 limits assumed): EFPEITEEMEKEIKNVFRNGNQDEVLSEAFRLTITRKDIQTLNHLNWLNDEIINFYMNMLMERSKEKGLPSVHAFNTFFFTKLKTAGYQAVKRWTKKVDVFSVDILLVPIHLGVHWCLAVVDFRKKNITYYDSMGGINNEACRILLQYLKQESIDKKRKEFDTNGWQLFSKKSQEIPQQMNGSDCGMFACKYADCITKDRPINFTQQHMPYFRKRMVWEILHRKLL
#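 Material: hSENP1 catalytic domain, recombinant; medium: Tris pH 8 with BME, BSA, NP40 and catalase; compound: single concentration of 10 µM compound, 0.5% DMSO final; technique: FRET read of cyan and yellow fluorescence; timing: 50 min enzyme reaction, room temperature, light-protected; reagent: SFCypet-SUMO1-SFYpet substrate at 25 nM; control set: no-enzyme low, enzyme-DMSO high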
# HKDC1 inh: inhibitors of human hexokinase HKDC1 | actives 0.16% (n = 340,000) | Q2TB90 | inhibition, % at 20 µM | recombinant HKDC1, G6PDH/diaphorase resazurin coupled fluorescence | AID 493160;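 active = inhibition above about 35% when tested at 20 µM, limit read from the data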;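 also: plate controls were DMSO wells with enzyme for no effect and DMSO wells lacking enzyme for full effect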
#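 Incubation: 90 min at room temperature in dark / Material: recombinant HKDC1 (HK5) hexokinase enzyme, produced in-house / Quantity: enzyme 5 µg/mL final / Compound: one dose of 20 µM, 1% DMSO / Reagent: glucose and ATP substrates / Buffer or medium: Tris pH 8.0 buffer with MgCl2, Tween-20, BSA, BME / Technique: resorufin fluorescence at 613 nm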
# Apaf1 inhib: inhibitors of human Apaf-1 apoptosome. inhibition, % at 20 µM. actives 0.71% (n = 330,000). O14727. reconstituted apoptosome caspase-3 activity, DEVD-Rh110 fluorescence. AID 489030; active = inhibition of at least 40% at 20 µM;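 also: plate controls were DMSO wells for no effect and DEVD-CHO caspase inhibitor wells for full effect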
#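 System – cell-free apoptosome with Apaf-1, procaspase-3 and caspase-9 · Buffer or medium – pH 7.5 Hepes buffer with CHAPS, BSA, DTT · Also added – cytochrome c with DEVD-Rh110 · Times – 30 min compound preincubation, 50 min activation, room temperature · Technique – Rh110 fluorescence intensity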
# Numbers without * were called inactive; / = no result given; & = joins results of further samples.
SMILES,SENP8 block-1,SENP8 block-2,SENP6 inh,SENP7 inh,PfGluPho inh,SENP1 FRET inh,HKDC1 inh,Apaf1 inhib
CCN1CCC(N2CCN(c3ccc(Cl)cc3)CC2)CC1,1.1,/,78.4*,1.7,2.8,/,-6.0,-1.5
CS(=O)(=O)N1CCC(C(=O)Nc2cccc(Br)c2)CC1,-1.3,9.4,-1.3,-5.2,-4.2,0.2,-6.3,-3.2
CC1=Nc2ccccc2/C1=C\c1nc(-c2ccc(C(F)(F)F)cc2)oc1O,-2.8,-67.7,-12.6,8.9,-0.8,-23.7,-4.6,-9.4
CCOc1cc2[nH]c(=S)n(CCN3CCC(C)CC3)c(=O)c2cc1OCC,0.9,17.0,0.6,-8.3,13.1,2.6,1.6,-0.7
COc1ccc(CN2C(=O)c3ccccc3C(/C=N/OCc3ccc(Cl)cc3)C2=O)cc1 (stereo not drawn),5.0,-118.4,39.0,22.5,-5.2,-40.1,-1.9,26.2
O=C1C=C(c2cccc(Cl)c2)C[C@@H](c2ccc3c(c2)OCO3)C1,2.2,7.4,-5.5,3.6,9.3,3.7,1.5,5.2
CCCN1CN(Cc2ccccc2)CNC1=S,-15.3,9.7,-5.0,-3.2,-15.4,0.9,9.9,-5.2
Cc1ccccc1NC(=O)Cc1nc(COC(=O)COc2ccc(C(C)(C)C)cc2)cs1,-3.5,-1.9,-6.9,-1.1,21.2,-10.9,-2.2,12.1
CN(C)C(CNC(=O)c1ccc2ccccc2c1)c1ccco1 (stereo not drawn),-10.6,16.1,-29.9,-5.1,-8.0,-1.4,-1.4,-4.2
CC(OC(=O)Cn1cc(C(F)(F)F)ccc1=O)C(=O)N(C)c1ccccc1 (stereo not drawn),4.6,9.8,-4.5,4.5,-10.9,1.2,2.7,2.4
COc1cc(/C=N/NC(=O)CCC(=O)NC2CCCCC2)ccc1C,-1.8,7.0,1.1,7.2,-7.5,0.2,-4.2,3.1
COc1ccc2nc(-c3ccc(Cl)cc3)cc(C(=O)O)c2c1,-2.1,-394.0,4.0,-4.7,52.0,-5.5,7.0,9.2
C[C@H](NC(=O)C1CCN(S(=O)(=O)c2ccccc2)CC1)C(=O)NCc1cccc(Cl)c1,6.2,4.6,6.9,-3.6,-0.3,-0.2,-0.5,-1.0
COc1ccc(CCNC(=O)c2ccnc(C(C)(C)C)c2)cc1OC,13.5,15.0,-14.9,0.2,3.5,0.5,-6.6,-8.6
CC(C)(C)C(=O)N1CCN(S(=O)(=O)c2ccc3c(c2)OCCCO3)CC1,-1.6,5.3,-11.0,1.3,-4.2,0.1,-1.3,1.5
O=C1NC(c2cccs2)Nc2ccccc21 (stereo not drawn),1.0,-370.6,-0.6,3.8,-0.3,1.3,-5.8,1.2
CS(=O)(=O)N(Cc1nc2sc3c(c2c(=O)[nH]1)CCCC3)C1CCCCC1,-3.5,/,-0.6,14.2,23.1,/,7.3,25.0
Cc1ccsc1/C=C(\C#N)C(=O)Nc1c(C)n(C)n(-c2ccccc2)c1=O,-5.2,17.6,-0.1,1.8,-8.3,2.6,-4.1,-9.9
COc1ccc2cc(CN(CC3CCCO3)S(=O)(=O)c3ccc(C(C)=O)cc3)c(=O)[nH]c2c1 (stereo not drawn),-7.5,-154.5,-9.4,-13.4,-0.7,0.3,-7.1,0.0
O=c1oc2ccc(C#CC3(O)CCCCC3)cc2cc1-n1cc(-c2ccccn2)nn1,-9.0,-484.2,-19.4,-5.6,-2.1,3.4,-6.7,10.6
O=C1c2ccccc2[C@@H]2CC(O)C(O)CCN12 (stereo partly drawn),/,0.9,/,-10.9,-10.6,-2.8,-3.5,4.4
Cc1ccc(C)c(N2CCN(CCCNC(=O)Cn3cc4c(n3)CCCCC4)CC2)c1,-0.5,7.4,-5.0,-2.8,12.0,0.7,-4.5,8.4
CCOC(=O)c1c(NC(=O)CSc2n[nH]c(CNc3ccccc3)n2)sc(C)c1C,-8.3,-6.3,-13.4,-1.7,-16.9,1.4,-15.5,-3.3
COCCNC(=O)C(c1ccccc1)N(C(=O)Cn1nnc2ccccc21)c1cccnc1 (stereo not drawn),-2.8,27.4,-0.6,-3.6,-12.0,0.2,-1.1,2.1

# Compound profiles, from the list above. Order of screens: SENP8 block-1 | SENP8 block-2 | SENP6 inh | SENP7 inh | PfGluPho inh | SENP1 FRET inh | HKDC1 inh | Apaf1 inhib
# Entry for `O=C1c2ccccc2[C@@H]2CC(O)C(O)CCN12` (stereo partly drawn) → / | 0.9 | / | -10.9 | -10.6 | -2.8 | -3.5 | 4.4
# Entry for `COc1ccc(CCNC(=O)c2ccnc(C(C)(C)C)c2)cc1OC` → 13.5 | 15.0 | -14.9 | 0.2 | 3.5 | 0.5 | -6.6 | -8.6
# Entry for `Cc1ccc(C)c(N2CCN(CCCNC(=O)Cn3cc4c(n3)CCCCC4)CC2)c1` → -0.5 | 7.4 | -5.0 | -2.8 | 12.0 | 0.7 | -4.5 | 8.4
# Entry for `CC(C)(C)C(=O)N1CCN(S(=O)(=O)c2ccc3c(c2)OCCCO3)CC1` → -1.6 | 5.3 | -11.0 | 1.3 | -4.2 | 0.1 | -1.3 | 1.5
# Entry for `CCOC(=O)c1c(NC(=O)CSc2n[nH]c(CNc3ccccc3)n2)sc(C)c1C` → -8.3 | -6.3 | -13.4 | -1.7 | -16.9 | 1.4 | -15.5 | -3.3

# (cont.)
SMILES,SENP8 block-1,SENP8 block-2,SENP6 inh,SENP7 inh,PfGluPho inh,SENP1 FRET inh,HKDC1 inh,Apaf1 inhib
COc1cc2c(cc1NC(=O)C(C)OC(=O)c1ccc(S(=O)(=O)Nc3ccccc3Cl)cc1)oc1ccccc12 (stereo not drawn),-0.5,17.9,-20.9,1.4,-19.4,0.3,-3.1,25.2
COc1cc(C(=O)N[C@H](C(=O)NC2CCCCCC2)C(C)C)cc(OC)c1OC,-5.3,24.0,5.6,1.6,-8.6,2.2,-5.4,0.1
COC(=O)c1ccccc1OCCOCCOc1cccc2cccnc12,-5.0,-75.0,-8.3,-2.5,30.0,-0.1,-9.0,3.3
O=C(NCc1cccnc1)c1cn(CCc2ccccc2)nn1,2.8,23.7,9.6,-4.0,8.1,1.7,-6.8,-10.8
Cn1cc(C(=O)N2CCCC(Nc3ccc(F)cc3)C2)c2ccccc21 (stereo not drawn),-6.5,19.4,-3.9,-21.0,-1.8,1.4,2.2,9.9
COc1ccc(C2C3=C(CCCC3=O)Nc3c(-c4ccccc4)c(C)nn32)cc1 (stereo not drawn),-11.4,-287.4,-1.9,-7.1,-16.4,-2.3,8.3,12.1
CCOC(=O)C1=NNC(C(=O)c2ccccc2)C1c1ccc(Cl)cc1 (stereo not drawn),-13.8,-1.5,-21.2,9.1,-35.5,0.0,3.3,6.6
Cc1ccc(N(CC(=O)NC2CCCC2)C(=O)CCC(=O)Nc2ccccn2)cc1,-10.4,2.5,-30.5,-5.1,9.7,-2.8,-4.2,3.2
CC(C)(C)NC[C@H](O)COc1nsnc1N1CCOCC1,-6.1,9.2&-14.8&-2.0,-8.4,-0.9,-9.8&-2.4&-3.6,3.8&2.0&-1.8,-5.2&1.9&-11.1,6.5
Fc1ccc(/C=N/Nc2nn[nH]n2)cc1,-4.9,18.2,-19.6,7.1,-0.1,0.9,4.7,2.4
COc1cccc(C(=O)NCCS(=O)(=O)NCc2ccco2)c1,0.1,0.6,-4.1,5.6,5.2,-2.9,-6.1,2.5
CCCc1ccc(-c2ccc(F)c(N)c2)nc1,93.9*,-6.9,95.2*,95.7*,11.4,0.4,-0.6,1.0
CC(C)Oc1ccc(Cn2c(=O)oc3ccccc32)cc1,4.2,7.5,-8.8,-7.5,-15.5,-1.0,-2.2,1.1
C=C1CCN([C@@H](CC(C)C)C(=O)N2CCCC2)S(=O)(=O)c2ccccc21,-4.2,11.1,10.5,-0.6,7.5,-0.9,-3.7,3.3
O=C(COC(=O)c1ccc(S(=O)(=O)Nc2ccccc2)cc1)NCC1CCCO1 (stereo not drawn),-3.0,24.6,-17.6,-2.3,29.0,0.7,-6.9,2.1
O=C1CSC(c2cccnc2)N1C1CCCCC1 (stereo not drawn),-10.8,15.8,-8.9,-1.5,1.2,1.3,4.2,12.1
O=C(Cn1cc(C(=S)N2CCOCC2)c2ccccc21)N1CCOCC1,-11.5,15.9,-36.4,12.9,18.2,1.1,-6.4,9.2
Cc1cccc(N2CCN(CCCNC(=O)c3ccc(NC(=O)C4=CSCCO4)cc3)CC2C)c1 (stereo not drawn),-15.2,1.4,-6.9,4.2,2.8,1.8,3.8,2.4
CCOC(=O)/C(=N/Nc1ccc(OC)cc1)N1CCCc2ccccc21,-1.2,14.7,-24.5,-2.5,111.7*,0.6,4.2,7.0
O=C(Nc1ccc(N2CCCCC2)cc1)c1ccc(F)cc1F,77.1*,7.4,88.3*,79.6*,13.0,4.2,5.5,4.6
Cc1onc(C(=O)NN)c1C(=O)Nc1ncc(C(F)(F)F)cc1Cl,5.1,15.4,-7.2,-1.7,6.3,3.5,-9.8,-5.8
Cc1ccc(NC(=O)CNC(=O)OCc2ccccc2)cc1C,5.3,22.9,4.1,-1.4,10.3,-1.0,3.0,-11.2
O=C(CCCNC(=O)c1ccc(Cl)cc1)Nc1cccc(F)c1,-1.8,-2.0,-13.0,-2.5,-1.6,-0.4,0.2,4.4
CCOC(=O)c1ccc(NC(=O)N(CC)CC)cc1,-3.4,17.2,-0.2,-5.7,-8.2,-0.9,-3.9,2.6
CN(Cc1ccco1)C(=O)CN1C(=O)NC2(CCCCC2)C1=O,2.7,3.9,-8.2,-1.4,7.4,1.7,-1.3,-5.8
COC(=O)c1sccc1NC(=S)NCc1ccc(Cl)cc1,-0.4,15.8,7.2,4.8,-15.3,-0.8,-0.8,-2.2
COc1cc(/C=N/n2nnnc2N)cc(Cl)c1OC,-1.2,-8.2,-6.2,3.0,8.7,1.3,-4.5,-4.0
COc1ccc(COC(=O)C2=C(C)NC(=O)NC2c2ccccc2F)cc1 (stereo not drawn),-8.2,11.0,-5.1,10.3,-2.1,0.1,-5.8,9.4
O=C(NCCN1CCOCC1)Nc1cccc(Cl)c1,-7.3,8.4,8.7,6.2,-11.0,0.6,-4.2,3.2
CC(OC(=O)CCN=C1NS(=O)(=O)c2ccccc21)C(=O)Nc1ccc(F)cc1Cl (stereo not drawn),7.6,8.6,-6.9,-2.9,2.4,3.7,-8.4,-6.5
CC(=O)OC[C@H]1O[C@@H](n2ncc(=O)[nH]c2=O)[C@H](OC(C)=O)[C@@H]1OC(C)=O,4.3,7.2,-2.6,1.8,-16.4,-1.0,-5.6,-16.5
O=S(=O)(Cc1cnc(Cl)s1)c1ccccc1,-3.8,23.5,1.6,9.9,3.9,2.6,-8.9,15.4
Cc1nc([N+](=O)[O-])nn1C12CC3CC(CC(Cl)(C3)C1)C2,-1.2,14.5,1.0,1.5,1.0,2.8,-9.4,-1.8
Cc1ccc(/C=C2/CNC/C(=C/c3ccc(C)cc3)C2=O)cc1,/,4.5,/,/,7.7,0.2,12.5,/
COC(=O)C1=C(C)N(c2cccc(Cl)c2)C(=O)C1,-7.3,12.6,-9.3,-9.2,-3.4,-6.6,-0.8,14.5
Nc1cc(=O)[nH]c(=O)n1-c1ccc(Cl)cc1,-7.1,25.8,-27.7,0.9,-4.5,3.5,-1.5,-2.1
CN1CCN(CCC(=O)Nc2ccc(Br)cc2)CC1,0.0,9.8,-7.9,-10.7,-4.6,-1.8,-2.4,-9.7
CCN(CC)c1cc(Cl)nc(N)n1,-9.3,-5.9,-18.1,-5.8,6.0,0.5,-3.5,-7.2
